TcdB GH inh: blocks C. difficile toxin B glycohydrolase activity. P18177. TcdB glycohydrolase enzymatic assay, plate reader. 350,000 compounds, 0.24% hits. AID 652162. inhibition, % at 9.99 µM; in the data active = inhibition above about 10%
Target sequence (P18177 whole entry, looked up): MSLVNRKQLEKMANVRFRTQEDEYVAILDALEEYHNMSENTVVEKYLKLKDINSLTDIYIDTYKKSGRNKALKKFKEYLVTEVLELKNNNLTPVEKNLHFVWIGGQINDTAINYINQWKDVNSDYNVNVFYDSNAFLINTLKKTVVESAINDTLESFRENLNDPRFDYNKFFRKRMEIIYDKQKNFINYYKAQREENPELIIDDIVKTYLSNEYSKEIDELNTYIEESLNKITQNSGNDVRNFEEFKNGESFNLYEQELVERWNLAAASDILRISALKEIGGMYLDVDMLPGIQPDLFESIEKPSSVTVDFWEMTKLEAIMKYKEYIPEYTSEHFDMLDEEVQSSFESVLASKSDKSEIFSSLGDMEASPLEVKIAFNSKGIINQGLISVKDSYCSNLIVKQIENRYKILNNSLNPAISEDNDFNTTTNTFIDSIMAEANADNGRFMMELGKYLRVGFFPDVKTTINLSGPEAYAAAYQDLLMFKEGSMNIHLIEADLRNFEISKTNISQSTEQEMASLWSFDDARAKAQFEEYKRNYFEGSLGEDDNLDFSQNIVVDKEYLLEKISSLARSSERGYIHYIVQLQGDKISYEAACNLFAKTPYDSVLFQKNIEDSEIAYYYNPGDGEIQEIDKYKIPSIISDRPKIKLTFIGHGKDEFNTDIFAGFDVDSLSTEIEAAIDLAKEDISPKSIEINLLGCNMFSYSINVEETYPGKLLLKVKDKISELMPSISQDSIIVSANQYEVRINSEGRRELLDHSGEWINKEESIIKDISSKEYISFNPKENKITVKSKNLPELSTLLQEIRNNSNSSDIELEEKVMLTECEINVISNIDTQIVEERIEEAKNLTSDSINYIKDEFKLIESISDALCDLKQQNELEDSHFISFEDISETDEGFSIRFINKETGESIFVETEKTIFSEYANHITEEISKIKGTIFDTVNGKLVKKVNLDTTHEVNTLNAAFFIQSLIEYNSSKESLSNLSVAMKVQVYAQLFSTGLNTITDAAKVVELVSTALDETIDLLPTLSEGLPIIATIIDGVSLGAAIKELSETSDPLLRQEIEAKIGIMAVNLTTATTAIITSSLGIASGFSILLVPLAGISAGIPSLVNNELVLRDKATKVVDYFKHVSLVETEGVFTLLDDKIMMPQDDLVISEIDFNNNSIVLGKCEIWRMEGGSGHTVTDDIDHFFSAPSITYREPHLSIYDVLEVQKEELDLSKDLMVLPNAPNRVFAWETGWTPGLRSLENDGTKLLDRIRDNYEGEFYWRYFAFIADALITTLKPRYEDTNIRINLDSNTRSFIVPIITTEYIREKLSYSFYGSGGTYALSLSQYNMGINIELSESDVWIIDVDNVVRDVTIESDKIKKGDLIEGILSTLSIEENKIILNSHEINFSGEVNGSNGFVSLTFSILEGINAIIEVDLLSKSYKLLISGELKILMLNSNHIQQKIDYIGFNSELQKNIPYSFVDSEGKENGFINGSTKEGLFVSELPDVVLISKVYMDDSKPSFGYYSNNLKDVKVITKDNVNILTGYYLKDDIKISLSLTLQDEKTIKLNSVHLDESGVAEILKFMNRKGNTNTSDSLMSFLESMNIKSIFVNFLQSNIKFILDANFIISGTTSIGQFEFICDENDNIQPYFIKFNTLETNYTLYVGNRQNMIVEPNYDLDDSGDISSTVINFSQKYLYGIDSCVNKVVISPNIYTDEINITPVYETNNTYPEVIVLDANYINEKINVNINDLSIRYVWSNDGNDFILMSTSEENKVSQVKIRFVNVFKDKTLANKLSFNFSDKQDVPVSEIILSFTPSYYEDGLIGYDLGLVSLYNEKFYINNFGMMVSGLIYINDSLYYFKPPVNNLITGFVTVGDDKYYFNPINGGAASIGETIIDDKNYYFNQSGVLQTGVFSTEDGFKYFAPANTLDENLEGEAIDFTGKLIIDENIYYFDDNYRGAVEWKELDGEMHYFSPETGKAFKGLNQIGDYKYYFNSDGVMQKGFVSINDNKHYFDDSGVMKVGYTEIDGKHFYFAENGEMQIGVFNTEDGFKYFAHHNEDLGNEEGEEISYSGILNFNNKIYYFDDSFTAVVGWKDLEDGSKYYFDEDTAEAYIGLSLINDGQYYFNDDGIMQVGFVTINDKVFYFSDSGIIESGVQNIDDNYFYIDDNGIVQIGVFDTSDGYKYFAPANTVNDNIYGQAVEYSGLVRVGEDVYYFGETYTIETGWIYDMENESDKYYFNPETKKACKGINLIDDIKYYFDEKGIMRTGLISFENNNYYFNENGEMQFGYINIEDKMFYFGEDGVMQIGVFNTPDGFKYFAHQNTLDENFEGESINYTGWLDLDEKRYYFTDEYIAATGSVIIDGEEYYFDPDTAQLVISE
Vc quorum ag: induces V. cholerae light production without autoinducers. V. cholerae BH1578 lux reporter, luminescence, 6 h. activation, % at 18.7 µM. AID 588436. 350,000 compounds, 0.16% hits; in the data active = activation mostly above about 9.7%, no sharp cut-off; inconclusive = no clear call, values can overlap the other calls; inactive = mostly below about 3.7%; also: not every result past the cut was called active; inactives centre near 0; reference of the scale not given here
Yp Topo-I inh: blocks Yersinia pestis topoisomerase I activity; Y. pestis Topo-I cleavage product accumulation, plate reader; 360,000 compounds, 0.064% hits; activity, % at 10 µM; AID 504884; in the data active = activity above about 50%, passing the limit was not always enough; inconclusive = no clear call, values can overlap the other calls; also: inactives centre near 2
PfHsp40 rescue: restores yeast growth despite PfHsp40 toxicity. S. cerevisiae expressing PfHsp40, growth rescue, ATP luminescence. growth rescue, % at 12.5 µM. 340,000 compounds, 0.68% hits; in the data active = growth rescue above about 28%, passing the limit was not always enough; inconclusive = no clear call, values can overlap the other calls;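 also: yeast W303a lacking pdr1 and pdr3 grown in galactose medium; growth measured after three days at 30 °C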
PrPC TRFRET: inhibitors of human cell surface prion protein PrPC; AID 720596; TR-FRET read-out; 370,000 compounds, 0.43% hits; inhibition, % at 13.8 µM; in the data active = inhibition above about 24%; also: 0% = median of the test wells and 100% = reference compound wells
SSB-PriA inh: K. pneumoniae PriA-SSBct interaction inhibition; AlphaScreen SSBct-PriA binding, biotinylated peptide; 430,000 compounds, 0.6% hits; inhibition, % at 33 µM; in the data active = inhibition mostly above about 37%, no sharp cut-off; inactive = mostly below about 20%;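 also: plate controls were negative control peptide for no effect and reference peptide for full effect; strong numbers were not always called active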
3CLpro inhibitor: SARS-CoV 3CLpro protease inhibition; recombinant SARS-CoV 3CLpro, quenched FRET peptide cleavage; 290,000 compounds, 0.14% hits; inhibition, % at 6 µM; P0C6X7; in the data active = inhibition above about 12%
Anthrax LF inh2: anthrax lethal factor protease inhibition. multiplex microsphere protease cleavage assay, LF. inhibition, % at 10 µM. 360,000 compounds, 0.12% hits; also: plate controls were buffer without enzyme for full effect and enzyme alone for no effect
BoNT-A LC inh2: BoNT A light chain protease inhibition | multiplex microsphere protease substrate cleavage, flow cytometry | inhibition, % at 10 µM | 360,000 compounds, 0.17% hits; also: plate controls were buffer without enzyme for full effect and enzyme alone for no effect
An asterisk follows results filed as active; i = inactive; ? = inconclusive; · = not tested or not shown; & = joins results of further samples. Rule as the data show it, unless noted: active = inhibition above about 30%; inconclusive = no clear call, values can overlap the other calls; inactive = below that. An excerpt (hit frequency here may not be typical).

no.	SMILES	TcdB GH inh	Vc quorum ag	Yp Topo-I inh	PfHsp40 rescue	PrPC TRFRET
1	COc1cc2[nH]c(=O)n(CCC(=O)N3CCN(c4cccc(C)c4C)CC3)c(=O)c2cc1OC	·	i	6	-0.8	-5
2	CCOc1ccccc1NC(=O)Cn1[nH]c(=O)c2ccccc2c1=O	·	i	2	-0.2	·
3	Cc1ccccc1NNC(N)=S	-2.1	i	-4	-0.5	-3
4	CSCCC1NC2(C(=O)Nc3c(Cl)cccc32)[C@@H]2C(=O)N(C3CCCC3)C(=O)[C@H]12 (stereo partly specified)	1.8	i	-4	-1.0	11
5	Cc1c([N+](=O)[O-])cc(S(=O)(=O)Nc2ccc(-c3ccc(N4CCCC4)nn3)cc2)cc1[N+](=O)[O-]	1.4	1.2	7	1.2	3
6	COCCNC(=O)C1(S(=O)(=O)c2ccccc2)CC=CC1	0.1	i	4	-0.1	4
7	COc1ccccc1C(=O)NC(=O)CSc1nncn1C	-1.6	i	9	-0.5	-1
8	CCOC(=O)C(C(=O)OCC)c1cc(Br)c2noc3c2c1C(=O)c1ccccc1-3	·	i	-5	-1.3	-15
9	CN1CCN(C2CN(Cc3cn(Cc4ccccc4)nn3)S(=O)(=O)C2)CC1 (stereo unspecified)	1.8	·	·	·	-1
10	COc1ccc(C(=O)c2oc3ccccc3c2NC(C)=O)cc1	·	1.6	3	-0.5	-20
11	CCOC(=O)CS(=O)(=O)c1ccc(C(F)(F)F)cn1	·	-0.8	-14	-0.5	2
12	CCC(C)c1ccccc1NC(=O)c1cccnc1 (stereo unspecified)	0.8	-2.7	-2	0.0	-7
13	CN(CC(=O)N1CCc2ccccc2C1)c1ccccc1	0.1	i	0	1.2	4
14	Cc1nc(SCCOc2ccccc2F)[nH]c(=O)c1Cc1ccccc1	0.2	-0.4	18	1.1	2
15	OCc1cn(-c2ccc(Cl)cc2)nn1	-0.3	-0.2	3	-0.6	-8

no.	SSB-PriA inh	3CLpro inhibitor	Anthrax LF inh2	BoNT-A LC inh2
1	0	-3	-2	0.0
2	·	-1	5	-0.4
3	-5	3	1	-0.5
4	3	3	-2	1.8
5	-18	·	5	0.5
6	-1	-5	1	0.3
7	-6	·	-4	-0.4
8	17	-3	58*	68*
9	·	·	-7	-0.3
10	-13	-1	0	0.2
11	-7	-3	0	-0.1
12	-3	-4	-5	-2.4
13	2	1	-8	-0.2
14	-7	-2	0	0.5
15	-9	0	-4	-1.1

Next part.
no.	SMILES	TcdB GH inh	Vc quorum ag	Yp Topo-I inh	PfHsp40 rescue	PrPC TRFRET
16	CC(C)CCOP(N)(=O)Oc1ccccc1 (stereo unspecified)	2.0	i	5	-0.1	-1
17	O=C(/C=C/c1ccco1)NCC1(c2ccccc2)CCCC1	·	-0.3	6	0.2	-11
18	C=CCn1c(SCC(=O)Nc2ncc(Cc3cc(C(F)(F)F)ccc3Cl)s2)nnc1-c1ccncc1	1.0	i	12	0.6	5
19	O=c1[nH]c(=O)n(-c2ccccc2F)c(O)c1/C=C1\C=Nc2ccccc21	0.0	2.2	1	-1.5	4
20	Cc1csc(C(=O)O)c1-n1cccc1	·	i	-2	-0.9	-5
21	COc1ccc2c(C)cc(=O)sc2c1	-1.2	i	8	·	9
22	CCc1ccc2c(c1)NC(=O)C2(C)Cc1ccccc1C#N (stereo unspecified)	2.5	0.9	12	·	9
23	CCOc1ccc(-c2cc(CCCC(=O)N3CCN(c4ccc(OC)cc4)CC3)no2)cc1	1.2	-0.5	2	-0.6	-3
24	COc1c(OC2OC(C(=O)O)C(O)C(O)C2O)cc(O)c2c(=O)cc(-c3ccccc3)oc12 (stereo unspecified)	-1.3	0.5	-1	-0.8	-10
25	C[C@H]1CCC(=O)N([C@H](CSc2ccc(Br)cc2)Cc2ccccc2)CC1	0.1	1.6	6	-0.1	-6
26	Cc1cc(C)n2nc(C(=O)OCC(=O)c3c[nH]c4ccccc34)nc2n1	1.0	-0.6	-13	-0.8	5
27	Cc1ccc(-n2c(-c3nn(C)cc3Cl)n[nH]c2=S)cc1	·	-0.4	-3	0.1	12
28	C=COCCNC(=S)Nc1cccc(Cl)c1	0.1	-0.1	-13	·	-5
29	S=c1[nH]nc(COc2ccccc2)n1/N=C/c1ccc(Cl)c(Cl)c1	1.2	0.1	13	-0.9	2
30	CCc1ccc(NC(=O)CCc2c(C)nn(-c3ccc(N4CCOCC4)nn3)c2C)cc1	0.8	2.0	27	-1.9	0

no.	SSB-PriA inh	3CLpro inhibitor	Anthrax LF inh2	BoNT-A LC inh2
16	6	-1	1	-0.3
17	9	4	0	0.0
18	-6	1	-1	-0.7
19	·	29*	-8	0.9
20	-16	-2	0	0.3
21	·	·	-5	-0.8
22	·	·	-6	0.1
23	9	4	-12	-0.4
24	-5	2	7	0.0
25	5	·	-5	-0.5
26	-8	-4	2	1.3
27	4	-3	0	0.2
28	3	-2	-4	0.1
29	·	2	13	-2.5
30	-15	1	-2	-0.4

Single entries from the list.
PrPC TRFRET result of #21 stands at 9
TcdB GH inh result of #22 stands at 2.5
Yp Topo-I inh result of #10 stands at 3

Exported with one line to a screen: three of the compounds above
23. CCOc1ccc(-c2cc(CCCC(=O)N3CCN(c4ccc(OC)cc4)CC3)no2)cc1
24. COc1c(OC2OC(C(=O)O)C(O)C(O)C2O)cc(O)c2c(=O)cc(-c3ccccc3)oc12 (stereo unspecified)
25. C[C@H]1CCC(=O)N([C@H](CSc2ccc(Br)cc2)Cc2ccccc2)CC1
entry no.,23,24,25
TcdB GH inh,1.2,-1.3,0.1
Vc quorum ag,-0.5,0.5,1.6
Yp Topo-I inh,2,-1,6
PfHsp40 rescue,-0.6,-0.8,-0.1
PrPC TRFRET,-3,-10,-6
SSB-PriA inh,9,-5,5
3CLpro inhibitor,4,2,·
Anthrax LF inh2,-12,7,-5
BoNT-A LC inh2,-0.4,0.0,-0.5

Further compounds:
no.	SMILES	TcdB GH inh	Vc quorum ag	Yp Topo-I inh	PfHsp40 rescue	PrPC TRFRET
31	O=C(NC1CCCC1)c1ccc(CSCc2ccccc2F)o1	·	-0.2	35	0.7	9
32	CN(CC(=O)Nc1ccc(F)cc1)C(=O)c1ccc2ccccc2n1	0.1	0.1	5	0.7	-7
33	O=C(Oc1c(CN2CCOCC2)cc(Cl)c2cccnc12)c1ccccc1	0.9	-0.6	-4	-0.5	-7
34	CCCC(=O)N1CCN(c2ccc(NC(=O)c3ccc([N+](=O)[O-])o3)cc2Cl)CC1	2.6	-0.8	-1	?	40*
35	CC1CCN(C(=O)C2Cc3ccccc3CN2S(=O)(=O)c2ccc(F)cc2)CC1 (stereo unspecified)	·	·	9	3.3	1
36	Cc1c(Cl)c([N+](=O)[O-])nn1CC(=O)NCc1cccs1	-1.9	i	5	0.4	-9
37	CC(=O)Nc1nc(-c2ccc3c(c2)OCO3)cs1	-2.6	i	0	-0.5	5
38	Cc1c(NC(=O)c2cnn3cccnc23)c(=O)n(-c2ccccc2)n1C	1.3	-0.3	5	-0.8	·
39	COc1ccc(S(=O)(=O)N2CCC(C(=O)Nc3c(F)cccc3F)CC2)cc1	0.9	-0.6	2	-0.4	6
40	CC(C)(C)OC(=O)N(Cc1ccccc1)Cc1ccccc1OCc1cccc(NC(=O)C2CCC2)c1	4.1	i	42	-0.8	0
41	O=C(NC1CCN(Cc2ccccc2)CC1)C12CC3CC(CC(C3)C1)C2	·	-0.4	1	-1.2	3
42	COc1ccc(OC)c2c1nc1n2CCS1	·	-0.6	1	0.0	-4
43	Cc1ccc(CNCCCn2cnc(C(=O)Nc3ccc(C)c(C)c3)n2)o1	14*	-0.7	8	0.0	-8
44	CCOC(=O)c1c(N)n[nH]c1-c1ccccc1	·	-1.7	0	-0.3	-2
45	CCCOc1cccc(C2C(C(=O)c3ccco3)=C(O)C(=O)N2CCCn2ccnc2)c1 (stereo unspecified)	1.1	-1.1	2	-0.1	-1

no.	SSB-PriA inh	3CLpro inhibitor	Anthrax LF inh2	BoNT-A LC inh2
31	7	3	1	1.9
32	-9	·	?	-138
33	3	5	-5	-1.1
34	6	5	1	-0.1
35	-5	1	-2	-0.3
36	-2	6	-2	0.2
37	-7&-6	2	-1	-0.7
38	-8	2	-2	-0.7
39	-1	1	-9	-0.6
40	-10	·	-1	-0.3
41	-11	0	-6	-0.8
42	-7	3	-5	-1.1
43	-3	·	-2	0.0
44	-10	-1	-1	-0.4
45	-8	-3	0	1.2

Other records follow:
no.	SMILES	TcdB GH inh	Vc quorum ag	Yp Topo-I inh	PfHsp40 rescue	PrPC TRFRET
46	COc1cnc(-c2ccccc2)nc1Oc1ccc(C(C)(C)C)cc1	·	-0.3	-2	0.4	-7
47	CCCN(CC1CC1)S(=O)(=O)c1ccc(-n2cnnn2)c(OC)c1	·	i	-2	-1.2	3
48	CN1C(=O)c2ccc(S(=O)(=O)c3ccc(C(=O)O)cc3)cc2C1=O	-1.2	-6.3	3	-0.3	4
49	Cn1c(SCC(=O)N2CCN(c3cccc(Cl)c3)CC2)nnc1-c1ccncc1	·	i	-9	-2.4	-1
50	O=C(Cn1nc(C(=O)O)c2ccccc2c1=O)Nc1cccc(S(=O)(=O)N2CCOCC2)c1	0.8	i	12	-0.8	2
51	O=C(O)/C(=C\c1ccc2ccccc2c1)c1cccc2ccccc12	3.0	-0.3	2	117*	-4
52	CC1(C)Nc2ccccc2C(=O)N1NC(=O)c1ccccc1	-1.0	-0.2	-13	0.1	-5
53	COC(=O)Cc1c(-c2[nH]c3ccccc3c2CC(=O)OC)[nH]c2ccccc12	-0.8	i	9	-0.2	10
54	CC(C)CNC(=O)C1CCN(c2ccc(S(=O)(=O)N3CCOCC3)cc2[N+](=O)[O-])CC1	1.9	2.4	7	-0.7	-13
55	O=C(NCc1ccncc1)C1CCCCC1	·	i	6	-1.1	7
56	Cn1c2cc(Br)sc2c2cnn(Cc3c(F)cccc3Cl)c(=O)c21	-0.6	i	24	2.8	7
57	CCCN1CCC[C@H](c2cccc(O)c2)C1	0.8	3.6	1	-0.4	8
58	O=C(COC(=O)/C=C/C(=O)OCC(=O)Nc1ccccc1F)Nc1ccccc1F	-1.6	-0.1	8	-0.5	1
59	Cc1ccc(Nc2nc(N)c([N+](=O)[O-])c(N3CCOCC3)n2)cc1C	2.3	1.5	3	-0.2	-21

no.	SSB-PriA inh	3CLpro inhibitor	Anthrax LF inh2	BoNT-A LC inh2
46	-13	6	-1	0.3
47	-10	-2	-5	-1.3
48	-10	2	3	0.9
49	-19	-3	0	-0.6
50	-7	·	-2	0.3
51	4	·	-3	0.5
52	3	-2	1	0.8
53	-12	·	-4	0.6
54	-2	-2	1	0.6
55	9	-3	-17	0.2
56	-4	·	-3	0.1
57	-20	·	0	-0.7
58	-3	0	-2	-5.6
59	21	13*	-6	-0.3
